Screening results from PubChem BioAssay.
GSTO1 counter: blocks human GSTO1 in RBBP9 counter-screen | P78417 | recombinant GSTO1, activity-based probe fluorescence polarization | inhibition, % at 5.96 µM | 1.1% of 300,000 active;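 active = inhibition above the campaign mean inhibition plus 3 SD, cut at about 35% in these data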;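 note: 0% = GSTO1-1 with DMSO and 100% = wells lacking GSTO1-1 enzyme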
Target sequence (P78417 whole entry, looked up): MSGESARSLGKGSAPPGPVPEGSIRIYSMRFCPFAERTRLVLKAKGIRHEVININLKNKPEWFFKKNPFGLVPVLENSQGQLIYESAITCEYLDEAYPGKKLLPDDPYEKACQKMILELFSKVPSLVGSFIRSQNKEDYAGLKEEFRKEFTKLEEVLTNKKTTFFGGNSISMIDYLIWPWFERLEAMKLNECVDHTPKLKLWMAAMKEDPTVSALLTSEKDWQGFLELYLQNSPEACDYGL
PREPL inh: inhibitors of human prolyl oligopeptidase-like enzyme PREPL. Q4J6C6. recombinant PREPL, fluorescence polarization activity-based probe. inhibition, % at 5.96 µM. 0.68% of 320,000 active. AID 2751; in the data active = inhibition above about 43%;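 note: 0% = enzyme with DMSO and 100% = wells lacking enzyme; many of its hits are not listed in these tables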
PAD4 inh: blocks human protein arginine deiminase 4. Q9UM07. recombinant PAD4, RCA probe fluorescence polarization. inhibition, % at 6.36 µM. 0.41% of 330,000 active. AID 485272;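 active = percent inhibition above a cutoff equal to the mean of all tested compounds plus 3 SD, cut at about 15% in these data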;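 note: 0% = PAD4 with RCA probe and DMSO and 100% = probe without PAD4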
LYPLA1 counter: blocks human lysophospholipase 1, a PME1 counter-screen; O75608; inhibition, % at 5.9 µM; recombinant LYPLA1, FP-Rh probe fluorescence polarization; 0.16% of 320,000 active;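 active = inhibition above the mean of all tested compounds plus 3 SD, set per campaign, cut at about 14% in these data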;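 note: inhibitors block serine hydrolase probe labeling of LYPLA1 so polarization falls; 0% = enzyme with DMSO and 100% = wells lacking LYPLA1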
Target sequence (O75608 whole entry, looked up): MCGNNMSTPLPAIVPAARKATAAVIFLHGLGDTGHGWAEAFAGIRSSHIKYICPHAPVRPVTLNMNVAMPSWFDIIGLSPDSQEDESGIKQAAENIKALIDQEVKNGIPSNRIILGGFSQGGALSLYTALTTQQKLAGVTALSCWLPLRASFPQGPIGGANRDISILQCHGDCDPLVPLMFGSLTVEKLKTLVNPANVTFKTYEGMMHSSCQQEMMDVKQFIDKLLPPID
pPAFAH inh: pPAFAH (human) enzyme inhibition. Q13093. recombinant pPAFAH, FP-rhodamine probe fluorescence polarization. inhibition, % at 3.39 µM. 1.5% of 330,000 active;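 active = inhibition above the mean inhibition across the screen plus 3 SD, cut at about 25% in these data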;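 note: inhibitors block binding of the rhodamine activity-based probe so polarization drops; 0% = enzyme with DMSO and 100% = wells lacking pPAFAH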
LYPLA2 counter: blocks human lysophospholipase 2, a PME1 counter-screen. O95372. recombinant LYPLA2, FP-Rh probe fluorescence polarization. inhibition, % at 5.9 µM. 0.38% of 320,000 active;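 active = inhibition above the screen-wide mean plus 3 SD, limit set per campaign, cut at about 26% in these data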;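 note: 0% = LYPLA2 with DMSO and 100% = wells lacking LYPLA2 enzyme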
Target sequence (O95372 whole entry, looked up): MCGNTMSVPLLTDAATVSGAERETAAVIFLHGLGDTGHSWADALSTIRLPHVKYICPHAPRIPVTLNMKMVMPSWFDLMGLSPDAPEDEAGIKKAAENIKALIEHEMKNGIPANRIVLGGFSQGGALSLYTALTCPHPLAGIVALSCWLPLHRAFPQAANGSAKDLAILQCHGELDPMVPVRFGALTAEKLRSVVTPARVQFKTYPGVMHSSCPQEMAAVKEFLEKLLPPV
PAFAH1B3 inh: blocks human PAF acetylhydrolase 1B catalytic subunit 3 | inhibition, % at 3.39 µM | 0.28% of 340,000 active | recombinant PAFAH1B3, FP-rhodamine probe, fluorescence polarization | Q15102;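 active = inhibition above the screen-wide average of all tested compounds plus 3 SD, cut at about 25% in these data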;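 note: 0% = enzyme with DMSO only and 100% = wells lacking PAFAH1B3 protein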
Target sequence (Q15102 whole entry, looked up): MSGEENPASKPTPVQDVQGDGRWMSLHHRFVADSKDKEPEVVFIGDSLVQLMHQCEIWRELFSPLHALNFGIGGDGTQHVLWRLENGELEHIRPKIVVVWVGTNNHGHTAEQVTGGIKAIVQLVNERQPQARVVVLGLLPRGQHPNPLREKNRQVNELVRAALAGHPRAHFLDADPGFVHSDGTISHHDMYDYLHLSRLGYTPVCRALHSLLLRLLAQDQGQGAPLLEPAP
PME-1 inh: blocks human protein phosphatase methylesterase 1; AID 2130; recombinant PME-1, FP-Rh probe fluorescence polarization; inhibition, % at 5.9 µM; 0.53% of 320,000 active; Q9Y570;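 active = inhibition above the campaign mean of all compounds plus 3 SD, cut at about 26% in these data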;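 note: competitive labeling of PME-1 active site by serine hydrolase directed probe; 0% = PME-1 with DMSO and 100% = wells lacking PME-1 enzyme; inhibitors block probe labeling so polarization falls and inhibition rises; many of its hits are not listed in these tables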
PAFAH1B2 inh: inhibitors of human PAFAH1B2; P68402; recombinant PAFAH1B2, FP-rhodamine activity probe, fluorescence polarization; inhibition, % at 3.39 µM; 1.2% of 340,000 active; AID 492953;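 active = inhibition above the mean of all tested compounds plus 3 SD, cut at about 24% in these data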;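 note: 0% = enzyme with DMSO and 100% = wells lacking PAFAH1B2; many of its hits are not listed in these tables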
The depositor's hits bear a star; . = no result given.

Start of the listing, in advance, 3 compounds:
SMILES	GSTO1 counter	PREPL inh	PAD4 inh	LYPLA1 counter	pPAFAH inh	LYPLA2 counter	PAFAH1B3 inh	PME-1 inh	PAFAH1B2 inh
CC1C(=O)N2CCCc3cc(S(=O)(=O)N4CCC(C(N)=O)CC4)cc1c32 (configuration not stated)	0	8	-3	0	-1	2	11	-2	-1
O=C(CCNS(=O)(=O)c1ccccc1)N1CCOCC1	-6	-2	-4	-3	-3	1	9	-5	1
COc1ccc2c(C)cc(SCC(=O)NCC3CCCO3)nc2c1 (configuration not stated)	.	15	1	1	-1	5	-3	-3	0

All compounds of this part, from the start:
SMILES	GSTO1 counter	PREPL inh	PAD4 inh	LYPLA1 counter	pPAFAH inh	LYPLA2 counter	PAFAH1B3 inh	PME-1 inh	PAFAH1B2 inh
CC1C(=O)N2CCCc3cc(S(=O)(=O)N4CCC(C(N)=O)CC4)cc1c32 (configuration not stated)	0	8	-3	0	-1	2	11	-2	-1
O=C(CCNS(=O)(=O)c1ccccc1)N1CCOCC1	-6	-2	-4	-3	-3	1	9	-5	1
COc1ccc2c(C)cc(SCC(=O)NCC3CCCO3)nc2c1 (configuration not stated)	.	15	1	1	-1	5	-3	-3	0
CCC(=O)Nc1c2c(nn1-c1ccc(OC)cc1)CSC2	1	3	5	-3	-1	-5	5	1	-2
CCN(CC)S(=O)(=O)c1ccc(NC(=O)CC(NC(C)=O)c2ccccc2)cc1 (configuration not stated)	5	-1	-1	2	6	5	1	6	0
CC(CCc1ccccc1)NC(=O)CCCn1ncn2c(cc3occc32)c1=O (configuration not stated)	-1	-4	-1	1	0	2	2	0	-3
FC(F)(F)c1ccc(-c2noc(CN3CCCN(C4CCCCC4)CC3)n2)cc1	-5	9	-5	-2	5	-3	-1	-1	1
COc1ccc(NC(=O)CCN2CCCCC2)cc1	4	9	-3	-2	4	2	2	3	1
COc1ccc(S(=O)(=O)N2CCC(C(=O)NC3CCCC3)CC2)cc1C	0	-3	-3	-2	-1	8	10	-1	1
CNc1nc2sc3c(c2c(=O)n1C)CC(C)(C)SC3	2	12	-1	4	-2	-1	4	-3	2
O=C(COC(=O)C1CCN(S(=O)(=O)c2cccs2)CC1)Nc1ccc(F)cc1Cl	.	6	-1	.	7	.	6	.	9
COc1ccc(S(=O)(=O)Nc2ccc(O)c3ccccc23)cc1	70*	24	7	0	15	-1	2	9	2
CCC(=O)NC(C)c1cc(Cl)c2ccccc2c1O (configuration not stated)	.	12	0	3	6	8	-10	-2	5
CC(=O)c1ccc(N2CCN(S(=O)(=O)c3cn(C)cn3)CC2)cc1	2	2	5	-4	-3	-2	9	-2	2
NC(=O)c1cccc(S(=O)(=O)N2CC(c3ccccc3)CC2=O)c1 (configuration not stated)	9	-2	-2	7	10	6	4	4	1
Cc1cc(N/N=C/c2ccc(O)cc2O)c2ccccc2n1	8	3	3	0	1	1	4	0	-1
COc1ccccc1NC(=O)c1cccc(N2C(=O)C3C4C=CC(C4)C3C2=O)c1 (configuration not stated)	10	11	3	-4	6	10	5	2	6
COc1ccc(OC)c(NC(=O)CN2C(=O)COc3ccc(S(=O)(=O)N4CCCC4)cc32)c1	2	15	2	1	5	3	11	6	4
CC(=O)Nc1ccc(Cl)cc1C(=O)O	-2	1	-5	1	5	2	3	0	0
CN1C(C(=O)NCCc2cccs2)CC2Cn3c(nc4ccccc43)C21 (configuration not stated)	4	7	1	0	7	-3	2	0	-1
CCCCCCn1c(N)c(C#N)c2ccc([N+](=O)[O-])cc2c1=O	1	17	-4	-1	7	0	4	12	4
CCCCN(CC)CCCNC(=O)c1ccc(CS(=O)(=O)c2ccccc2C)o1	0	-41	0	-1	-1	4	6	-1	5
COc1ccc(N2CCN(C(=O)[C@@H](NC(=O)c3ccccc3Cl)C(C)C)CC2)cc1	0	7	2	0	3	0	3	-2	1
CC(C)(C)NC(=O)COC(=O)c1ccc2c(c1)C(=O)N(Cc1ccco1)C2=O	-2	-2	-2	1	23	-4	-3	0	1
O=Cc1ccc(OC(=O)/C=C/c2ccccc2)cc1	1	23	1	5	6	8	1	-1	-3

Compound profiles, as listed above:
COc1ccc(OC)c(NC(=O)CN2C(=O)COc3ccc(S(=O)(=O)N4CCCC4)cc32)c1 as listed: GSTO1 counter: 2; PREPL inh: 15; PAD4 inh: 2; LYPLA1 counter: 1; pPAFAH inh: 5; LYPLA2 counter: 3; PAFAH1B3 inh: 11; PME-1 inh: 6; PAFAH1B2 inh: 4
O=C(CCNS(=O)(=O)c1ccccc1)N1CCOCC1 as listed: GSTO1 counter: -6; PREPL inh: -2; PAD4 inh: -4; LYPLA1 counter: -3; pPAFAH inh: -3; LYPLA2 counter: 1; PAFAH1B3 inh: 9; PME-1 inh: -5; PAFAH1B2 inh: 1
O=C(COC(=O)C1CCN(S(=O)(=O)c2cccs2)CC1)Nc1ccc(F)cc1Cl as listed: GSTO1 counter: .; PREPL inh: 6; PAD4 inh: -1; LYPLA1 counter: .; pPAFAH inh: 7; LYPLA2 counter: .; PAFAH1B3 inh: 6; PME-1 inh: .; PAFAH1B2 inh: 9

Other structures follow:
SMILES	GSTO1 counter	PREPL inh	PAD4 inh	LYPLA1 counter	pPAFAH inh	LYPLA2 counter	PAFAH1B3 inh	PME-1 inh	PAFAH1B2 inh
COc1ccc(/C=C/C(=O)c2ccc(Cl)cc2)c(OC)c1	-4	6	-1	-4	-2	-5	2	5	4
Cc1ccnc(SCc2cc(=O)c(OC(=O)c3ccc(Cl)c([N+](=O)[O-])c3)co2)n1	4	4	-3	-1	-4	1	-1	-1	-3
COc1ccccc1C(CCNS(=O)(=O)c1ccc(C)cc1)c1ccco1 (configuration not stated)	10	1	1	-2	10	-5	-3	7	10
CC(=O)NC(CC(=O)OCC(=O)c1c(N)n(C)c(=O)n(C)c1=O)c1ccccc1 (configuration not stated)	0	15	-1	1	2	-1	0	0	1
O=C(C1CCCN(c2ncnc3c2nc2n3CCCCC2)C1)N1CCCCC1 (configuration not stated)	-1	11	-3	2	5	6	6	1	-1
C=CCNCCCOc1ccc(Cl)cc1C(C)(C)C	2	-13	0	0	5	5	9	1	5
COc1ccc(CNC(=O)CNC(=O)c2cccs2)c(OC)c1	5	1	-4	-1	6	-5	13	-1	-3
CC(C)Cc1ccc(/C=C/C(=O)NC2CC2)cc1	4	-5	-6	-2	9	-2	1	1	3
NNC(=O)c1nnn(-c2nonc2N)c1CN1CCc2ccccc2C1	-5	-4	-7	-1	1	-1	13	2	10
CCN(CC)S(=O)(=O)c1ccc(N2CCOCC2)c(NC(=O)Cc2ccccc2)c1	-2	-13	1	-2	11	2	-2	10	1
CC(=O)Nc1ccc(Nc2cc(-c3ccccc3)nc3ncnn23)cc1	2	-4	-1	-1	-1	2	4	-5	-2
CCN(CC(=O)Nc1ccccc1C(F)(F)F)C(=O)c1ccc(=O)n(Cc2ccccc2)n1	4	7	-1	6	8	0	10	3	-1
Cc1cc(C)cc(C(=O)OCC(=O)NCc2ccco2)c1	.	1	2	.	11	.	6	.	5
O=C(NCCn1cc(SCc2ccc(F)cc2)c2ccccc21)c1c(F)cccc1F	-6	9	-1	-8	7	-3	3	0	6
Cc1ccccc1NCCNc1ccccc1C	-5	31	3	-2	4	7	14	-3	1
CCc1ccccc1Nc1nc(N)nc(COC(=O)CCS(=O)(=O)c2ccccc2)n1	-8	0	-1	-1	4	-2	7	2	9
COc1ncnc2c1NC1=C(S2)C(=NCCC(=O)O)CC(C)(C)C1	3	1	20*	10	7	7	9	4	16
CC(C)CNc1ncnc2c1cnn2Cc1ccc(Cl)cc1	6	-7	0	1	3	1	.	7	.
O=C(O)C(O)C(O)c1nc2ccccc2[nH]1 (configuration not stated)	5	12	-9	-1	0	-1	-1	-5	1
COc1ccccc1CNC(=O)CN(C)S(=O)(=O)c1ccc(Br)s1	2	2	0	2	2	4	-1	3	2
CCOC(=O)C(Cc1ccc(O)cc1)NC(=O)CCc1c[nH]c2ccccc12 (configuration not stated)	38*	34	-2	0	6	5	8	5	6
Cc1cc(-c2cc(-c3ccc(Cl)cc3)on2)nc(NCC2CC2)n1	15	20	1	-4	-4	0	2	-9	1
CC(C)(C)[C@H]1COC(=O)[C@@H](Cc2ccc(F)cc2)C/C=C\C[C@@H](CC(=O)N[C@@H](CO)Cc2ccccc2)C(=O)N1	.	35	0	.	0	.	-2	.	34*
O=C(Nc1ccccc1CC[N+](=O)[O-])N1CCN(c2ccccc2)CC1	0	12	-2	0	6	2	0	2	4
O=C(NCCC1=CCCCC1)c1ccc([N+](=O)[O-])cc1	-4	2	-1	-1	4	7	4	1	4
SMILES	GSTO1 counter	PREPL inh	PAD4 inh	LYPLA1 counter	pPAFAH inh	LYPLA2 counter	PAFAH1B3 inh	PME-1 inh	PAFAH1B2 inh
COc1ccc(C(C)=O)cc1COC(=O)c1ccc2ccccc2n1	-13	-6	-4	0	4	9	6	0	1
O=C(NC1CCOCC1)C1CCC(=O)N(Cc2ccc(Cl)cc2)C1 (configuration not stated)	-5	6	-3	1	1	8	10	5	-1
Cc1c(C(=O)c2ccccc2)c2ccccn2c1CCc1ccccn1	1	4	-5	-1	3	-1	4	-3	9
CNS(=O)(=O)c1cccc(C(=O)OCc2cc(=O)oc3c(C)c(O)ccc23)c1	1	-23	-1	-3	10	5	2	-1	-1
Cc1cc(=O)oc2cc(OCC(=O)NC(Cc3c[nH]c4ccc(O)cc34)C(=O)O)c(Cl)cc12 (configuration not stated)	12	4	1	2	5	9	-1	-2	3
O=C(NCC1CCCO1)c1onc(CSc2ccc(F)cc2)c1C(=O)O (configuration not stated)	-5	-4	-3	3	4	6	8	-1	7
CCCCN1C(=O)Nc2ccccc2S1(=O)=O	5	-8	1	-1	2	0	10	-9	3
COc1ccc(NC2CS(=O)(=O)CC2NCc2ccco2)cc1 (configuration not stated)	20	18	-5	3	0	-3	15	-3	-3
Cc1ccc2oc(=O)c3cnn(CC(=O)N(CCN(C)C)Cc4ccco4)c3c2c1	1	-41	4	-3	0	2	-1	-6	-2
CCn1nnc(NC(=O)COc2cc(C)ccc2C(C)C)n1	-1	6	3	2	7	6	3	0	-2
Clc1ccc(-c2ccc(/C=N/Nc3nncc(-c4ccccc4)n3)o2)cc1	-6	9	4	-5	7	-3	4	-3	-1
CCCN(CC(=O)Nc1ccccc1C)C(=O)/C=C/c1ccc(OCC)c(OC)c1	.	-3	-1	-2	2	-1	0	4	0
O=C(Nc1ccccn1)c1ccc(CN(c2ccccc2)S(=O)(=O)c2ccccc2)cc1	-9	-19	-11	-10	-7	-21	-4	20	-5

Arranged by value in PAFAH1B2 inh (descending): three from the list above
compound	PAFAH1B2 inh
CCCCN1C(=O)Nc2ccccc2S1(=O)=O	3
CNS(=O)(=O)c1cccc(C(=O)OCc2cc(=O)oc3c(C)c(O)ccc23)c1	-1
O=C(Nc1ccccn1)c1ccc(CN(c2ccccc2)S(=O)(=O)c2ccccc2)cc1	-5

In a second layout: results already given
SMILES,GSTO1 counter,PREPL inh,PAD4 inh,LYPLA1 counter,pPAFAH inh,LYPLA2 counter,PAFAH1B3 inh,PME-1 inh,PAFAH1B2 inh
COc1ccc(C(C)=O)cc1COC(=O)c1ccc2ccccc2n1,-13,-6,-4,0,4,9,6,0,1
O=C(NC1CCOCC1)C1CCC(=O)N(Cc2ccc(Cl)cc2)C1 (configuration not stated),-5,6,-3,1,1,8,10,5,-1
Cc1c(C(=O)c2ccccc2)c2ccccn2c1CCc1ccccn1,1,4,-5,-1,3,-1,4,-3,9

These rows are one share of the data (hit frequency here may not be typical).
